Screening results deposited in PubChem by several laboratories.
bovine MsrA act – activators of bovine methionine sulfoxide reductase A; hit rate 0.3% among 360,000; purified bovine MsrA, absorbance read-out; activation, % at 10.6 µM; AID 602163; in the data active = activation above about 7.5%;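 also: 0% = vehicle and 100% = reference activator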
LMPTP inh – blocks human LMPTP phosphatase | inhibition, % at 20 µM | hit rate 0.22% among 360,000 | AID 651560 | recombinant LMPTP-A, OMFP fluorogenic substrate, fluorescence intensity | P24666;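 active = compounds that cut the enzyme signal by at least half of the control window in the single-dose screen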;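 also: plate controls were DMSO wells with enzyme plus substrate for no effect and substrate without enzyme for full effect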
Target sequence (P24666 whole entry, looked up): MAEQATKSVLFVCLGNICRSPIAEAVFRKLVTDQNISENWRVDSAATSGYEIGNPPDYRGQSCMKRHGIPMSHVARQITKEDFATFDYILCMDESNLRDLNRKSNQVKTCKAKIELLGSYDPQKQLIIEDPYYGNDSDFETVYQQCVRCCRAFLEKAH
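Test system: LMPTP-A phosphatase enzyme; input: 0.625 nM LMPTP-A final; reagent: OMFP substrate, 400 µM final; compound dosing: 20 µM single dose, 3% DMSO; incubation: 50 min dark incubation at room temperature; measured by: endpoint fluorescence intensity from OMFP dephosphorylation; measure: % inhibition relative to no-enzyme and uninhibited control wells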
Tb MetRS inh – Trypanosoma brucei MetRS inhibition | inhibition, % at 11.9 µM | purified T. brucei MetRS, ATP depletion, Kinase-Glo luminescence | hit rate 0.4% among 360,000;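 active = inhibition above a per-plate cutoff of the control wells' mean inhibition plus 3 SD, cut at about 5.5% in these data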;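 also: 0% = DMSO wells median and 100% = median of wells with control inhibitor compound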
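Dosing: 11.9 µM compound single dose, 0.9% DMSO; Assay system: purified T. brucei MetRS enzyme; Measured by: Kinase-Glo luciferase luminescence reporting remaining unconsumed ATP; Schedule: 15 min plus 2 h at 25 °C.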
SUMO1 PPI mod – modulators of human SUMO1-mediated protein-protein interactions | AID 602429 | SUMO1 binding to a labelled peptide, TR-FRET, 1 h | inhibition, % at 20 µM | hit rate 0.33% among 360,000; in the data active = inhibition above about 37%
Target sequence (P63165 whole entry, looked up): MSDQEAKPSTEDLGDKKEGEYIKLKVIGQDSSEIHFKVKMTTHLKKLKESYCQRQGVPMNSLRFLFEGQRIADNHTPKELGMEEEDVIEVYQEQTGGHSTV
MsrA inh – inhibitors of bovine MsrA; inhibition, % at 15.5 µM; hit rate 0.75% among 360,000; purified bovine MsrA, absorbance read-out; in the data active = inhibition above about 4.5%;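 also: 0% = vehicle wells with enzyme and 100% = reference inhibitor wells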
DNMT1 inh – DNMT1 (human) enzyme inhibition; P26358; DNMT1 molecular beacon, Hinp1I cleavage, fluorescence; inhibition (reported as % activation of signal), % at 10 µM; hit rate 0.83% among 360,000; in the data active = inhibition above about 50%
STEP block – blocks human striatal-enriched tyrosine phosphatase. recombinant STEP, OMFP fluorogenic substrate, fluorescence. inhibition, % at 20 µM. hit rate 0.25% among 360,000. AID 588621;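 active = inhibition at 20 µM, scaled per plate between control wells, above about 37%, limit read from the data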;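 also: 0% = DMSO with enzyme and substrate and 100% = substrate only without enzyme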
Target sequence (P54829 whole entry, looked up): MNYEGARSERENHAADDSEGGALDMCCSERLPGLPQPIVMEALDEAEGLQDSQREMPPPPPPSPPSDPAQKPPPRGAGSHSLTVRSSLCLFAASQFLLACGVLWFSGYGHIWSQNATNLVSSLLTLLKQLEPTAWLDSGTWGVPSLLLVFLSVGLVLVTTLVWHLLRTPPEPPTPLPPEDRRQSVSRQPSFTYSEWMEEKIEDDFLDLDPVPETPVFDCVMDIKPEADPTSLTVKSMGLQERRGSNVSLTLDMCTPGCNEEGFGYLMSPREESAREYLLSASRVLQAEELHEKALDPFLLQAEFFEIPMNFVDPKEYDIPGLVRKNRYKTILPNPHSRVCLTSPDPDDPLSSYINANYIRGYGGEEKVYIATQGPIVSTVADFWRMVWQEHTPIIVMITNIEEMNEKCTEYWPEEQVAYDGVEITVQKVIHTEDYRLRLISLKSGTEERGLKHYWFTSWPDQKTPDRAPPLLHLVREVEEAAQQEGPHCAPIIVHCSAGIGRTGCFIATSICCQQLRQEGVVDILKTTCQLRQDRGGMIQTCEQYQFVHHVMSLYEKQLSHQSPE
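medium = Bis-Tris buffer pH 6.0, 2.5 mM DTT, 0.005% Tween 20 | test system = STEP (striatal-enriched tyrosine phosphatase) enzyme, cell-free | measure = normalized % inhibition | compound dosing = 20 µM, 1% DMSO | also added = 25 µM OMFP | schedule = reaction 20 min, ambient temperature | measured by = fluorescence read at 480 nm ex / 540 nm em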
Scp1 inh – Scp-1 (human) phosphatase inhibition. inhibition, % at 20 µM. AID 493091. Recombinant Scp1, phosphopeptide, malachite green phosphate absorbance. Q9GZU7. hit rate 0.88% among 340,000;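 active = inhibition above about 50% at 20 µM, limit read from the data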;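 also: plate controls were DMSO wells with enzyme for no effect and wells lacking enzyme for full effect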
Target sequence (Q9GZU7 76-261 limits assumed): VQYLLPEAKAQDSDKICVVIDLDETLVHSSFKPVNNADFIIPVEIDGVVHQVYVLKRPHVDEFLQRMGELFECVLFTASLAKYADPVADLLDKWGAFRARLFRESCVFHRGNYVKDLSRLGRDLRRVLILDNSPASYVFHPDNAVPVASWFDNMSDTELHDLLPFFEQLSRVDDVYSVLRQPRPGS
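System: SCP-1 catalytic domain; Reagent: Phospho 17-mer peptide substrate; Doses: one concentration, 20 µM, with 1.0% DMSO; Incubation: 45 min room-temperature reaction, 5 min colour, 30 min stabiliser; Signal: Phosphate-binding colour reagent, absorbance read at 630 nm.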
CendR NRP1 mod – modulators of CendR peptide binding to human neuropilin-1; AID 602438; hit rate 0.85% among 360,000; FAM-RPARPAR peptide binding to NRP-1, fluorescence polarization; O14786; inhibition, % at 25 µM;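 active = inhibition or corrected inhibition above about 18%, plus a signal ratio from 0.5 to 1.5, limit read from the data, passing the limit was not always enough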; also: strong numbers were not always called active
E coli Lon inh – inhibitors of E. coli Lon protease; P0A9M0; purified E. coli Lon protease, fluorescence polarization; inhibition, % at 7.94 µM; hit rate 0.42% among 360,000; AID 602123; in the data active = inhibition above about 13%, passing the limit was not always enough;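 also: 0% = enzyme with probe and DMSO and 100% = no enzyme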
Active calls of the source: *; . = not tested or not shown.

SMILES | bovine MsrA act | LMPTP inh | Tb MetRS inh | SUMO1 PPI mod | MsrA inh | DNMT1 inh | STEP block | Scp1 inh | CendR NRP1 mod | E coli Lon inh
CC(C)(C)C(=O)Nc1cc(S(=O)(=O)N2CCCCC2)ccc1N1CCCCC1 | -3 | 2.7 | -0.9 | 0 | 0.2 | -2 | 3 | 0 | -3 | 6
Cc1ccc(C(=O)C(NC(=O)c2ccco2)N2CCOCC2)cc1 (stereo not drawn) | -1 | 0.7 | -0.3 | 2 | -0.1 | -2 | -3 | -6 | 8 | -1
COc1ccc(CCNC(=O)CSc2nncn2N)cc1OC | -1 | -1.8 | -0.4 | 0 | 0.2 | 3 | 2 | -1 | -17 | 0
NC(N)=NN=C1CCCCCCCCCCC1 | -2 | -0.6 | 0.5 | 2 | 0.9 | 0 | -1 | -4 | 2 | 0
Cc1cccn2c(CN(C)CCC3CCCCO3)c(C(=O)N3CCCCC3)nc12 (stereo not drawn) | -3 | -1.3 | -0.7 | -2 | -0.1 | 1 | -1 | -5 | -4 | 0
Cc1ccc(C)c(NC(=O)CN(C)C(=O)Cc2coc3cc(C)c(C)cc23)c1 | -4 | 0.0 | -0.4 | 2 | . | -1 | 0 | -3 | 5 | -3
Cc1cccc(C(=O)Nc2ccc(C(=O)N3CCCCC3C)cc2)c1 (stereo not drawn) | -1 | -0.2 | -0.3 | -5 | 0.1 | 2 | -4 | 2 | -3 | -2
CC(C)(C)C1CCc2c(sc(NC(=O)C3CCCO3)c2C(N)=O)C1 (stereo not drawn) | -1 | 1.1 | -1.2 | -5 | 0.6 | -3 | 6 | -3 | -3 | 7
COc1ccc2[nH]c(=O)c(CN(CC3CCCO3)S(=O)(=O)c3ccccc3)cc2c1 (stereo not drawn) | -3 | -0.6 | -0.1 | 22 | 0.2 | -2 | 2 | 0 | 11 | -6
O=C(NCCNc1ccc([N+](=O)[O-])cc1)c1ccco1 | -3 | 1.1 | 0.5 | -19 | 2.8 | 1 | -1 | -10 | -12 | 3
COCCn1nnnc1CN1CCC(NC(=O)Nc2cccc(OC)c2)CC1 | -1 | -1.0 | -0.5 | 1 | 0.5 | 0 | -2 | -3 | -3 | -3
CCCCN(Cc1ccccc1)S(=O)(=O)c1ccc2c(c1)n(C)c(=O)c(=O)n2C | -1 | -0.4 | -0.5 | -8 | -0.4 | 21 | 1 | 6 | 9 | 1
CCN(CC)CC#CCC(C)(c1ccccc1)c1ccccc1 | -2 | -1.1 | -0.1 | -4 | -0.6 | 2 | -2 | -11 | -17 | 3
O=[N+]([O-])c1ccc(S(=O)(=O)N(CC(O)CN2CCCCC2)c2ccccc2)cc1 (stereo not drawn) | -1 | 0.6 | 0.4 | -37 | 1.6 | -7 | 2 | -5 | -4 | -6
COCCc1ncc(CN2CCC(C(=O)Nc3ccc(-n4cccn4)cc3)CC2)cn1 | 0 | 1.2 | -0.5 | 5 | -1.7 | 0 | -1 | 4 | 11 | -3
O=C(c1cc(C2CCCCN2S(=O)(=O)c2ccc(F)cc2F)on1)N1CCOCC1 (stereo not drawn) | 0 | -1.5 | 0.2 | -1 | -0.3 | -3 | 1 | . | -1 | -3
CC1(C)Cc2ccccc2C(NNC(=O)c2cccnc2)=N1 | -1 | -0.2 | -0.2 | -2 | 2.3 | 1 | -2 | 4 | 6 | 14
O=C(NC(CO)c1ccccc1)c1ccco1 (stereo not drawn) | -2 | -0.2 | -0.3 | 2 | 0.7 | 2 | 2 | -12 | 4 | -4
Cc1ccc(C)c(NC(=O)CN(C)C(=O)c2ccc(-c3cccc(C(F)(F)F)c3)o2)c1 | -4 | 3.4 | -0.3 | -9 | -0.6 | 6 | 2 | -6 | -5 | -6
CSCC[C@H](NC(=O)OC(C)(C)C)c1nnc(SCC=C(C)C)o1 | -1 | -1.3 | -0.7 | 2 | -1.7 | -2 | 4 | -13 | -1 | -14
COc1ccc(C(CNC(=O)COc2ccccc2)N2CCOCC2)cc1 (stereo not drawn) | 1 | -9.1 | -0.4 | -68 | -0.4 | -18 | 1 | -4 | 7 | 2
CCN(c1ccccc1)S(=O)(=O)c1cc(C(=O)OCC(=O)c2c(N)n(C)c(=O)n(C)c2=O)ccc1C | 0 | 26 | -0.2 | 19 | 1.0 | 93* | 46* | 62* | -4 | 5
COc1cccc(CN2CCNC(=O)C2CC(=O)NC2CCCCC2)c1OC (stereo not drawn) | -2 | 0.0 | 0.9 | -3 | -0.6 | -2 | 1 | -5 | 4 | -6
Cc1ccc(NC(=O)C(OC(=O)c2ccc(C=O)cc2)c2ccccc2)cc1Cl (stereo not drawn) | -5 | 4.6 | 0.6 | 3 | . | -10 | -6 | -11 | 3 | 2
CC1CCCCC12NC(=O)N(Cc1cc(=O)n3ccsc3n1)C2=O (stereo not drawn) | -13 | -0.6 | -0.7 | -4 | 1.6 | 26 | 2 | 22 | 2 | -1

(continued)
SMILES | bovine MsrA act | LMPTP inh | Tb MetRS inh | SUMO1 PPI mod | MsrA inh | DNMT1 inh | STEP block | Scp1 inh | CendR NRP1 mod | E coli Lon inh
COc1cc(/C=C2/NC(=O)N(Cc3ccccc3F)C2=O)ccc1Oc1ccc([N+](=O)[O-])cn1 | -4 | 1.0 | 0.1 | -2 | 0.2 | -6 | 0 | 7 | -8 | 1
CC(C)COc1ccc(C(=O)OC2CC(C)(C)OCC2CN(C)C)cc1 (stereo not drawn) | -10 | 0.6 | -2.1 | -2 | -2.3 | 3 | 0 | -5 | -6 | -8
COc1cccc(NC(=O)CSc2nnc(CNC(=O)c3ccccc3F)o2)c1 | -3 | -1.7 | -0.1 | 2 | 0.9 | 0 | -2 | -8 | 9 | -1
CC(=O)N1CCOc2ccc(S(=O)(=O)NCc3ccc(C)cc3)cc21 | -1 | 1.0 | 0.4 | 2 | -0.6 | 1 | -4 | -9 | 6 | -5
O=c1c2c3c(sc2nc2n1CCCS2)CCCC3 | -1 | -0.2 | 0.4 | 2 | 2.1 | 1 | 5 | -5 | 6 | 4
COc1ccc(C(C)NC(=O)c2ccoc2C)cc1OC (stereo not drawn) | -1 | -1.6 | -0.3 | -3 | -2.1 | 7 | 1 | -3 | 5 | -3
Cc1cc(C(=O)NNC(=O)c2ccc(Cl)c(S(N)(=O)=O)c2)c(C)o1 | -4 | -0.9 | -0.2 | -8 | -0.1 | 6 | -3 | -12 | 11 | -7
CCCc1nn(-c2cc(Cl)ccc2OC)c2c1C(=O)CCC2 | -1 | 0.2 | 0.4 | 2 | 0.2 | 2 | -2 | -3 | 12 | 0
Cc1ccccc1NC(=O)c1c(C)cc(=O)oc1C | 0 | -1.9 | 0.1 | 0 | -0.4 | 3 | 3 | -7 | 19 | 0
CC1(C(=O)Nc2ccc3ccccc3c2)CC1(Br)Br (stereo not drawn) | -2 | -1.4 | -0.7 | 1 | -0.5 | -1 | 0 | -3 | 5 | -4
CC(NC(=O)CN(Cc1ccccc1)S(=O)(=O)c1ccccc1)c1cccnc1 (stereo not drawn) | -11 | -0.2 | -0.4 | 3 | 1.1 | 4 | -4 | 4 | -11 | -5
Cc1ccc(S(=O)(=O)N2CCN(CCc3ccccc3)CC2)c(C)c1 | -2 | -2.7 | 0.6 | -3 | 1.2 | 0 | 0 | -19 | 5 | -7
CC1CCN(C(=O)CNC(=O)Cc2ccccc2)CC1 | -3 | -1.7 | -0.3 | -2 | -0.9 | 3 | 2 | 0 | 7 | -6
CC1C(C)C(O)(c2ccccc2)CCN1C (stereo not drawn) | -4 | -1.6 | 0.0 | -2 | -0.4 | 0 | 0 | 5 | 13 | -1
Cc1noc(NS(=O)(=O)c2ccc(NC(=O)Cc3ccc([N+](=O)[O-])cc3)cc2)c1C | -4 | 0.3 | 0.0 | -13 | -0.6 | -4 | -2 | -10 | 3 | 0
CC(C)(C)c1ccccc1OCCCCN1CCCC1 | 0 | 1.2 | 0.2 | -2 | 1.2 | 1 | 0 | 0 | -3 | -12
O=C(N/N=C/c1cccnc1)c1ccccc1OCc1ccc(Br)cc1 | -1 | 1.8 | 1.7 | -12 | 0.3 | 4 | 1 | 3 | -3 | -3
COc1ccccc1NCC(=O)c1ccc(C)c(C)c1 | -7 | -0.7 | -2.1 | -3 | 0.0 | 5 | 0 | 8 | -11 | 13
CCN(C(=O)COC(=O)Cn1c(C)csc1=O)c1c(N)n(Cc2ccccc2)c(=O)[nH]c1=O | -1 | 0.1 | -0.1 | -1 | -1.4 | 2 | 0 | 7 | -5 | -13
O=C(Nc1cccc2c1CCCC2)c1ccc(Br)o1 | 2 | -0.4 | 0.6 | 2 | 0.8 | 1 | 1 | -8 | -4 | 3
CCOC(=O)CSC1=C(C#N)C(c2sccc2C)CC(=O)N1 (stereo not drawn) | -1 | -0.4 | -0.1 | -3 | 1.9 | -3 | 2 | 2 | 17 | 5
CC(C)(C)NC(=O)NC(=O)COC(=O)C1(C)CC1(Cl)Cl (stereo not drawn) | -4 | -0.7 | -0.9 | -1 | -1.0 | 5 | 0 | -3 | 12 | -5
CCOC(=O)C1=CCN(S(=O)(=O)c2ccc(C)cc2)C1c1ccc(C(C)C)cc1 (stereo not drawn) | 0 | 3.0 | -0.5 | 9 | -0.3 | -10 | -2 | . | 28* | 10
COc1ccccc1NC(=O)CSc1nc(N)cc(N)n1 | -3 | -0.6 | -0.3 | 3 | -0.2 | 1 | 0 | -5 | 1 | 1
CCC1(C2=CCCCC2)C(=O)NC(=S)N=C1N (stereo not drawn) | -1 | -1.3 | 0.0 | 2 | 0.6 | 0 | -3 | -4 | 3 | 5
C/C=C/c1cnc2c(c1)C(=O)N([C@@H](C)CO)C[C@H](C)[C@@H](CN(C)S(=O)(=O)c1ccc(C)cc1)O2 | -1 | -0.3 | -1.0 | -1 | -1.0 | 1 | -1 | . | 11 | -6
Cc1ccc(NNC(=O)c2cccs2)cc1Cl | -5 | -0.4 | -0.6 | 7 | -0.8 | -3 | -1 | -1 | 0 | 9
CC(C(=O)Nc1ccccn1)(c1ccccc1)c1ccccc1 | 1 | 0.9 | -0.3 | 20 | -1.0 | 0 | -2 | -7 | 1 | -1

Part of the list above, limited to DNMT1 inh:
canonical_smiles | DNMT1 inh
COc1ccccc1NC(=O)CSc1nc(N)cc(N)n1 | 1
CCC1(C2=CCCCC2)C(=O)NC(=S)N=C1N (stereo not drawn) | 0
C/C=C/c1cnc2c(c1)C(=O)N([C@@H](C)CO)C[C@H](C)[C@@H](CN(C)S(=O)(=O)c1ccc(C)cc1)O2 | 1
Cc1ccc(NNC(=O)c2cccs2)cc1Cl | -3
